A3G deaminase: APOBEC3G (human) deaminase inhibition; Q9HC16; AID 493012; recombinant A3G, ssDNA deamination FAM/TAMRA fluorescence; inhibition, % at 20 µM; 330,000 compounds, 0.28% hits;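 active = inhibition of at least 40% at 20 µM, with no more than 30% in the related APOBEC3A deaminase screen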;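 also: plate controls were DMSO wells with A3G for no effect and wells lacking A3G enzyme for full effect; some compounds called inactive have numbers as strong as hits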
hIAP act: human IAP activation. 330,000 compounds, 0.16% hits. activation factor at 10 µM. AID 2524. purified human IAP, CDP-Star luminescence, 30 min; hits give high values; 1 = vehicle-only enzyme, 0 = enzyme-free background. P09923;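 active = activation factor of the enzyme at least 2-fold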; also: the source names both 10 and 20 µM as test concentration; values of inactives mirror those of a sister screen read the other way
Target sequence (P09923 whole entry, looked up): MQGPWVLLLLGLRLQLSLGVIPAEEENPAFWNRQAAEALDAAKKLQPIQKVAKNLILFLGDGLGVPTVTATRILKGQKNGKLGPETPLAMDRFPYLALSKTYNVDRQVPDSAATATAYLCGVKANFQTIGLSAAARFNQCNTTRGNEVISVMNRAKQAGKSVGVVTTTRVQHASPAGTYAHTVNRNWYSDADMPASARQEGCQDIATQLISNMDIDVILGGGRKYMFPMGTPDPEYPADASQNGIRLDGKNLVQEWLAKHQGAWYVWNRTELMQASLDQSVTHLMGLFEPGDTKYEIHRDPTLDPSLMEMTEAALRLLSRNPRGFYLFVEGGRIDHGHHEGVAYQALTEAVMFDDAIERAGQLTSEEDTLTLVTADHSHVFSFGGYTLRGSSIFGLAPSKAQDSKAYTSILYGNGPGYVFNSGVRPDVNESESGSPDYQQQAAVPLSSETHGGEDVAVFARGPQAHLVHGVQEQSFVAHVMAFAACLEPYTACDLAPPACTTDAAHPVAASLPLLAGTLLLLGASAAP
MPTP block: permeability transition pore inhibition; isolated mouse mitochondria, Ca2+ swelling absorbance, 30 min; inhibition, % at 10 µM; 360,000 compounds, 1.4% hits; AID 602449;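 active = inhibition of 50% or more, scaled per plate between neutral and stimulator controls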;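 also: 0% = DMSO wells given calcium and 100% = 1 mM EGTA wells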
hIAP block: blocks human intestinal alkaline phosphatase | 330,000 compounds, 0.12% hits | inhibition, % at 10 µM | purified IAP, CDP-Star luminescence, 30 min | AID 2544 | P09923;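 active = inhibition reaching a set limit with compound at 10 µM in the primary screen, cut at about 35% in these data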;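 also: plate controls were DMSO wells with enzyme for no effect and no-enzyme buffer wells for full effect; values of inactives mirror those of a sister screen read the other way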
mIAP act: increases mouse intestinal alkaline phosphatase activity; activation factor at 10 µM; AID 2805; 330,000 compounds, 0.24% hits; muIAP, CDP-Star luminescence, 30 min; hits give high values; 1 = vehicle-only enzyme signal, 0 = enzyme-free wells;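 active = activation factor of at least 2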; also: the source names both 10 and 20 µM as test concentration; values of inactives mirror those of a sister screen read the other way
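Assay system: mouse IAP enzyme / Compound: DMSO-dissolved test compounds / Timing: 30 min, room temperature / Measured by: luminescence from enzymatic CDP-Star hydrolysis / Control set: DMSO-only wells, enzyme-free buffer wells as negative control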
A3A deaminase: inhibitors of human APOBEC3A DNA deaminase. P31941. recombinant A3A, FAM/TAMRA ssDNA deamination fluorescence. inhibition, % at 20 µM. 330,000 compounds, 0.41% hits. AID 493011;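 active = at least 40% inhibition at 20 µM here, with at most 30% in a related deaminase screen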;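 also: plate controls were A3A with DMSO for no effect and wells lacking A3A enzyme for full effect; some results filed as inactive read as strong as hits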
NR3A LBD binder: modulates the human NR3A ligand-binding domain. NR3A LBD differential scanning fluorimetry, Tm shift; 0% = protein alone, 100% = glycine-bound protein. Tm shift relative to glycine control, % at 25 µM. 340,000 compounds, 2.5% hits;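 active = melting temperature shift of at least 10% of the positive control shift, at one fixed dose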
MIN6 prolif: MIN6 beta-cell proliferation induction | AID 2380 | proliferation, % at 10 µM | 330,000 compounds, 0.29% hits | MIN6 cells proliferation, ATPlite luminescence, 48 h; cells starved in 0.2% serum; 100% = growth in 10% serum;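 active = compounds whose signal lies at least 3.5 SD above the mean of all wells on their plate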;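 also: 0% = DMSO-treated cells in low-serum medium and 100% = 10% serum control; some compounds called inactive have numbers as strong as hits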
mIAP block: blocks mouse intestinal alkaline phosphatase; purified mouse IAP, CDP-Star luminescence, 30 min; inhibition, % at 10 µM; 330,000 compounds, 0.2% hits; AID 2806;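 active = inhibition of at least 40% at 10 µM in the primary screen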;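 also: plate controls were DMSO with enzyme for no effect and no enzyme wells for full effect; values of inactives mirror those of a sister screen read the other way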
* marks the source's active call; other numbers are inactive results.

SMILES | A3G deaminase | hIAP act | MPTP block | hIAP block | mIAP act | A3A deaminase | NR3A LBD binder | MIN6 prolif | mIAP block
CCCOC(=O)c1ccc(NC(=O)c2cccc(S(=O)(=O)N3CCN(C(C)=O)CC3)c2)cc1 | -9 | 1 | 0.8 | 0 | 0.97 | -6 | -2 | 0 | 3
COC(=O)[C@H](C)NC(=O)NC1CCCc2ccccc21 (stereo not given in full) | -3 | 0.95 | -1.7 | 5 | 1.1 | -2 | -2 | -3 | -12
Cc1cc(SCC(=O)c2ccccc2)nc(SCC(=O)c2ccccc2)n1 | -1 | 0.97 | 1.5 | 3 | 0.88 | -1 | 0 | -1 | 12
CC1CCC(NC(=O)c2ccc3c(c2)OCO3)CC1 (stereo not given) | 2 | 1.1 | 1.4 | -5 | 1.1 | 2 | 1 | -4 | -6
COC(CNC(=O)C1CCCN(S(=O)(=O)c2ccc3c(c2)oc(=O)n3C)C1)OC (stereo not given) | -2 | 0.97 | -2.4 | 3 | 0.97 | -5 | 1 | 2 | 3
COc1ccc(-c2ccc(=O)n(CC(=O)NC3CCc4ccccc43)n2)cc1OC (stereo not given) | -5 | 0.89 | 2.5 | 11 | 0.95 | 2 | -1 | 4 | 5
CCc1cccc(CC)c1NC(=O)CCCSc1nc2ccccc2s1 | -7 | 0.93 | 13 | 7 | 1.3 | 4 | 1 | -1 | -35
CCc1ccc2nc(NC(=O)c3ccc(N4C(=O)CCC4=O)cc3)sc2c1 | -6 | 1.2 | 3.7 | -22 | 0.88 | -3 | 0 | -4 | 12
Clc1ccc(C(c2ccccc2)N2CCN(c3ccccn3)CC2)cc1 (stereo not given) | -5 | 0.98 | 3.4 | 2 | 1 | 1 | -2 | -6 | -2
CCOC(=O)N1CCN(C(=O)Cn2nc(C)c3sc4ccccc4c3c2=O)CC1 | 23 | 1.1 | -2.5 | -6 | 0.97 | 3 | -1 | -2 | 3
Cc1cccc2c1cnn2C(=O)CCC(=O)NCc1ccc(F)cc1 | 1 | 0.9 | -1.6 | 10 | 0.93 | 0 | -1 | -3 | 7
COc1ccccc1NC(=O)C1CCN(C(=O)c2ccco2)CC1 | -7 | 0.89 | -0.6 | 11 | 1 | -3 | 1 | 0 | -1
O=C1c2ccccc2C(=O)N1OCc1ccccc1 | -5 | 1.1 | 0.9 | -9 | 1.1 | 2 | 5 | 3 | -12
O=c1oc2ccccc2cc1-c1ccccc1 | -2 | 1.2 | 0.1 | -19 | 0.93 | -1 | 0 | -2 | 7
CNC(=O)c1cnc(-c2ccccc2)nc1-c1ccccc1 | -4 | 0.95 | -0.7 | 5 | 0.97 | 0 | 0 | -2 | 3
Nc1nnc(SCC(=O)Nc2ccc(F)c(Cl)c2)n1-c1ccccc1 | -3 | 1.1 | 0.6 | -12 | 1.2 | -8 | 5 | -1 | -19
CC(Sc1cccc[n+]1[O-])C(=O)NC1CCCCC1C (stereo not given) | -6 | 1 | 0.4 | -3 | 0.99 | -3 | 1 | -1 | 1
Cc1ccc(C)c(Cn2nc(-c3cc(C)ccc3C)ccc2=O)c1 | -9 | 0.78 | 0.7 | 22 | 0.9 | -5 | -4 | -2 | 10
Cc1nonc1OCCNCc1c(C(=O)N(C)C)nc2ccc(Cl)cn12 | -4 | 0.95 | 1.5 | 5 | 0.95 | -1 | -1 | 0 | 5
CSc1nnc(CCCCCCCCc2nnc(SC)o2)o1 | -3 | 0.96 | 1.5 | 4 | 1 | 3 | 0 | 3 | -1
O=[N+]([O-])c1ccc(C(=Nc2cccc3ccccc23)N2CCOCC2)cc1 | -8 | 0.89 | 2.7 | 11 | 0.86 | 2 | 3 | 6 | 14
C#CCOCCOCCOCCNc1nc(N2CCN(C(=O)[C@H]([C@@H](C)CC)n3cc([C@@H](N)CO)nn3)CC2)nc(N2CCN(C(=O)[C@H](Cc3ccc(O)cc3)n3cc([C@@H](N)C(C)CC)nn3)CC2)n1 (stereo not given in full) | -3 | 1.1 | 9.2 | -8 | 1.1 | 2 | -2 | 2 | -5
Cc1ccc(S(=O)(=O)Nc2ccc(Cl)cc2)cc1NC(=O)Cn1cnc2c1c(=O)n(C)c(=O)n2C | -3 | 0.94 | -2.1 | 6 | 1.1 | 5 | -4 | -3 | -8
CCC(=O)N1CCN(c2ccc(OC)cc2[N+](=O)[O-])CC1 | 1 | 0.98 | 0.1 | 2 | 0.91 | 4 | -2 | 0 | 9
CCOCCOC(=O)c1[nH]c2c(c1C)C(=O)CC(c1ccc(N(C)C)cc1)C2 (stereo not given) | -5 | 1.1 | -0.9 | -9 | 1 | -2 | -5 | -1 | -4

A few values from the results shown.
`O=[N+]([O-])c1ccc(C(=Nc2cccc3ccccc23)N2CCOCC2)cc1` @ hIAP block = 11
`Cc1ccc(C)c(Cn2nc(-c3cc(C)ccc3C)ccc2=O)c1` @ hIAP act = 0.78

Filtered by structure: those above with four or more nitrogen atoms.
SMILES | A3G deaminase | hIAP act | MPTP block | hIAP block | mIAP act | A3A deaminase | NR3A LBD binder | MIN6 prolif | mIAP block
CCOC(=O)N1CCN(C(=O)Cn2nc(C)c3sc4ccccc4c3c2=O)CC1 | 23 | 1.1 | -2.5 | -6 | 0.97 | 3 | -1 | -2 | 3
Nc1nnc(SCC(=O)Nc2ccc(F)c(Cl)c2)n1-c1ccccc1 | -3 | 1.1 | 0.6 | -12 | 1.2 | -8 | 5 | -1 | -19
Cc1nonc1OCCNCc1c(C(=O)N(C)C)nc2ccc(Cl)cn12 | -4 | 0.95 | 1.5 | 5 | 0.95 | -1 | -1 | 0 | 5
CSc1nnc(CCCCCCCCc2nnc(SC)o2)o1 | -3 | 0.96 | 1.5 | 4 | 1 | 3 | 0 | 3 | -1
C#CCOCCOCCOCCNc1nc(N2CCN(C(=O)[C@H]([C@@H](C)CC)n3cc([C@@H](N)CO)nn3)CC2)nc(N2CCN(C(=O)[C@H](Cc3ccc(O)cc3)n3cc([C@@H](N)C(C)CC)nn3)CC2)n1 (stereo not given in full) | -3 | 1.1 | 9.2 | -8 | 1.1 | 2 | -2 | 2 | -5
Cc1ccc(S(=O)(=O)Nc2ccc(Cl)cc2)cc1NC(=O)Cn1cnc2c1c(=O)n(C)c(=O)n2C | -3 | 0.94 | -2.1 | 6 | 1.1 | 5 | -4 | -3 | -8

High-throughput results (PubChem)
